# Screening data: PubChem BioAssay, National Center for Advancing Translational Sciences (NCATS)
# GAA glycogen mod = qHTS Assay for Inhibitors and Activators of Human alpha-Glucosidase Cleavage of Glycogen. Lysosomal alpha-glucosidase (Homo sapiens), P10253. recombinant GAA, glycogen substrate, Amplex Red glucose oxidase fluorescence. Potency, µM (titrated, usually from 76.4 µM), for the others: at the top dose activity change, negative = inhibition, actives largely listed as inhibitors. 300,000 tested, 0.38% active. AID 2100, 2009; active = well fitted inhibition curve with a large enough effect; inconclusive = small, poorly fitted or top-dose-only effect, or another doubt; inactive = no such curve, though single readings can be large or run the other way;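 also: 0% = full enzyme reaction and -100% = no-enzyme basal signal; the screen sought inhibitors and activators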
#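 Recombinant enzyme (4 nM final) with compounds titrated up to 77 uM and bovine liver glycogen (30 ug) in citrate pH 5.0, 0.01% Tween-20, 37 C 40 min. Released glucose detected by Amplex Red/glucose oxidase (Ex 573/Em 610); AC50 from Hill fits.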
# ALDH1A1 inh = qHTS Assay for Inhibitors of Aldehyde Dehydrogenase 1 (ALDH1A1) | AID 1030, 2008 | Purified ALDH1A1, NADH fluorescence, propionaldehyde substrate | 220,000 tested, 7.3% active | Aldehyde dehydrogenase 1A1 (Homo sapiens), P00352 | Potency, µM (top dose mostly 75.3 µM), for the others: at the top dose activity, negative = inhibition, actives largely listed as inhibitors; active = well fitted inhibition curve with a large enough effect, not every such curve was filed as active; inconclusive = small, poorly fitted or top-dose-only effect, or another doubt; inactive = no such curve, though single readings can be large or run the other way;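 also: plate controls were no enzyme wells and a reference inhibitor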
# Target sequence (P00352 whole entry, looked up): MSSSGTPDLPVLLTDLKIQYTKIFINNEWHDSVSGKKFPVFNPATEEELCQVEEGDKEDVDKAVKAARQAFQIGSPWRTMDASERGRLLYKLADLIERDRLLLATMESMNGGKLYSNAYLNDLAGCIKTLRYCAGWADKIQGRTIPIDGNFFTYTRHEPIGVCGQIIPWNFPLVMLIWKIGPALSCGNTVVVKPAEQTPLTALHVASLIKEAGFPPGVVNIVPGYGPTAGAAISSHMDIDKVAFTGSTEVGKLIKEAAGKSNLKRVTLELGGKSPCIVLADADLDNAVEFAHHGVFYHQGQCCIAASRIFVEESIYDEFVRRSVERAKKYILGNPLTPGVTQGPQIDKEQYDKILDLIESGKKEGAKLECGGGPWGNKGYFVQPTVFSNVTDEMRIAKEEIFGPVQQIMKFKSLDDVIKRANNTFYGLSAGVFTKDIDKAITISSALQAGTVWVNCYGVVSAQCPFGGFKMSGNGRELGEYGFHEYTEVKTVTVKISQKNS
# RGS12 GoLoco inh = qHTS Assay for Inhibitors of RGS12 GoLoco Motif Activity (Red Fluorophore) | 230,000 tested, 0.44% active | Potency, µM (top dose mostly 61.6 µM), for inactives: at the top dose activity, negative = inhibition, actives largely listed as inhibitors | Gai1:RGS12 GoLoco peptide FP, rhodamine, 10 min; active = well fitted inhibition curve with a large enough effect, not every such curve was filed as active; inactive = no such curve, though single readings can be large or run the other way; also: nearly all actives have a fitted effect of over 30% in size; many of its hits are not listed in these tables
# Target sequence (P63096 whole entry, looked up): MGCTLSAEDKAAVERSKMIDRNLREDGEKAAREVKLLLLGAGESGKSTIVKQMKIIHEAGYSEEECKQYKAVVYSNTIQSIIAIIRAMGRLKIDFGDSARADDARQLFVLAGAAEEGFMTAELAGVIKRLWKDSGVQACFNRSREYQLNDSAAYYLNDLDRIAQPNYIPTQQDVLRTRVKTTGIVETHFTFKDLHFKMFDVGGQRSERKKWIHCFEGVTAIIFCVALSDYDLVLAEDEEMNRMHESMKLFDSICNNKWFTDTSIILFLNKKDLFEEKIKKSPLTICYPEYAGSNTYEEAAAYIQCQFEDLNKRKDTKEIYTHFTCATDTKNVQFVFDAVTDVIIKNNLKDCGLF
# Numbers without * were called inactive; ? = inconclusive; / = no result given; & = joins results of further samples; [ ] = dose if it differs, or a comment. Unless noted, % is scaled to controls: 0 for no effect and ±100 for the full control effect; potency is read from the fitted curve at half-maximal effect. Not all compounds are listed. The share of hits here may be higher or lower than overall.
GAA glycogen mod	RGS12 GoLoco inh	canonical_smiles	ALDH1A1 inh
/	-5%	CC(C)OC(=O)C(C(=O)OC(C)C)=C1SC=CS1	/
/	11%	CCCCC(CC)COC(=O)/C=C/c1ccc(OC)cc1 (configuration not stated)	/
/	-5%	COc1cccc2c1C(=O)c1c(O)c3c(c(O)c1C2=O)C[C@@](O)(C(=O)CO)C[C@@H]3OC1CC(N)C(O)C(C)O1 (some centres not stated)	/
/	2%	C=C1CCC(O)C/C1=C/C=C1\CCC[C@]2(C)[C@@H]([C@H](C)/C=C/[C@H](C)C(C)C)CC[C@@H]12 (some centres not stated)	/
/	6%	O=C(Nc1ccc(Cl)cc1)Nc1ccc(Cl)c(Cl)c1	/
/	11%	O=NCc1ccc([N+](=O)[O-])o1	/
/	5%	OC[C@@H](O)[C@@H](O)[C@H](O)[C@H](O)CO	/
/	-4%	O=C(O)[C@H](O)[C@@H](O)[C@H](O)[C@H](O)CO	/
/	-2%	OC[C@@H](O)C(O[C@@H]1O[C@@H](CO)[C@H](O)[C@H](O)[C@H]1O)[C@H](O)[C@@H](O)CO (some centres not stated)	/
/	-2%	CCCN1CCCC[C@H]1C(=O)Nc1c(C)cccc1C	/
/	2%	O=P(O)(O)OC[C@H](O)CO	/
/	4%	OCC(CO)NC1C[C@](O)(CO)[C@@H](O)[C@H](O)[C@H]1O (some centres not stated)	/
/	-8%	[O]=[Bi][O]C(=O)[O][Bi]=[O]	/
/	3%	C=CC(=O)O	/
/	8%	O=C1[C@H]2CCCC[C@H]2C(=O)N1CCCCN1CCN(c2nsc3ccccc23)CC1	/
/	3%	Oc1cc(O)cc(O)c1	/
/	4%	CCCCCCCCCCCCCC(=O)OC(C)C	/
/	-10%	O=P(O)(O)OP(=O)(O)OP(=O)(O)O	/
/	6%	Cc1cc(O)c2ccccc2c1O	/
/	6%	Nc1c(CC(=O)O)cccc1C(=O)c1ccc(Br)cc1	/
/	0%	N[C@@H](CSCCCO)C(=O)O	/
/	7%	CNC[C@@H](O)[C@@H](O)[C@H](O)[C@H](O)CO	/
/	2%	CC[C@]1(O)C[C@H]2CN(CCc3c([nH]c4ccccc34)[C@@](C(=O)OC)(c3cc4c(cc3OC)N(C=O)[C@H]3[C@@](O)(C(=O)OC)[C@H](OC(C)=O)[C@]5(CC)C=CCN6CC[C@]43[C@@H]65)C2)C1	/
/	-5%	CCOC(=O)c1cccnc1	/
/	-2%	O=C(O)CCNC(=O)c1ccc(N=Nc2ccc(O)c(C(=O)O)c2)cc1	/
/	3%	CC(C)=CCC/C(C)=C/C=C/C(C)=C/C=C/C(C)=C/C=C/C=C(C)/C=C/C=C(C)/C=C/C=C(\C)CCC=C(C)C	/
/	17%	Cc1onc(-c2c(F)cccc2Cl)c1C(=O)NC1C(=O)N2C1SC(C)(C)C2C(=O)O (configuration not stated)	/
/	6%	CC12CCC(C1)C(C)(C)C2=O (configuration not stated)	/
/	4%	CCCOc1ccc2nc(NC(=O)OC)sc2c1	/
/	6%	O=C(O)c1nc(=O)[nH]c(=O)[nH]1	/

# Full records, looked up by structure. Screens in order: GAA glycogen mod | RGS12 GoLoco inh | ALDH1A1 inh
# CNC[C@@H](O)[C@@H](O)[C@H](O)[C@H](O)CO is listed as / | 7% | /
# CCCCCCCCCCCCCC(=O)OC(C)C is listed as / | 4% | /

# Further results:
GAA glycogen mod	RGS12 GoLoco inh	canonical_smiles	ALDH1A1 inh
/	19%	CC(C)n1c(/C=C/[C@H](O)C[C@H](O)CC(=O)O)c(-c2ccc(F)cc2)c2ccccc21	/
/	-51%	OCC(O)CS (configuration not stated)	/
/	4%	O[C@@H](c1cc(C(F)(F)F)nc2c(C(F)(F)F)cccc12)[C@H]1CCCCN1	/
/	-1%	CCOc1ccc(NC(=O)CC(C)O)cc1 (configuration not stated)	/
/	/	CC(=O)N=c1c(C#N)cc2c(=O)n3cccc(C)c3nc2n1CC(C)C	?
/	/	Cc1ccc(S(=O)(=O)Nc2ccc(O)c(C(=O)O)c2)c(C)c1	?
/	/	O=C(NCCO)c1ccc(Cc2nc3ccccc3[nH]2)cc1	8%
/	/	CCOc1cc(/C=N/NC(=O)c2cc(-c3cccc(OC)c3)n[nH]2)ccc1O	?
/	/	CCOC(=O)c1c(N)sc(C(=O)N2CCCC(C(N)=O)C2)c1C (configuration not stated)	?
/	/	Cc1ccc(C(=O)Nc2ccccc2N2CCOCC2)c(C)c1	13%
/	/	CCN(CC)CCCNC(=O)c1ccc(-n2c(=O)c(=O)[nH]c3ccccc32)cc1	0%
/	/	O=C(CSc1ncnc2c1nnn2-c1ccc(F)cc1)N1CCN(c2ccccc2)CC1	?
/	/	CCCCn1c(=NC(C)=O)c(C#N)cc2c(=O)n3cccc(C)c3nc21	?
/	/	COc1cccc(/C=N/NC(=O)c2cc(-c3ccc(C)cc3)n[nH]2)c1O	-1%
/	/	Cc1ccc(S(=O)(=O)N(CC(=O)O)c2cccc(Cl)c2)cc1	10%
/	/	Cc1ccc(-n2nnc3c(SCC(=O)N4CCN(c5ccccc5)CC4)ncnc32)cc1	2%
/	/	O=C(NCCN1CCOCC1)c1ccc(-n2c(=O)c(=O)[nH]c3ccccc32)cc1	4%
/	/	COc1ccc(NC(=O)Nc2cccc(OC)c2)cc1	7%
/	/	COc1ccc(OC)c(C2=Nn3c(nnc3-c3ccncc3)SC2)c1	1%
/	/	CN1CCC(CNC(=O)c2ccc(-n3c(=O)c(=O)[nH]c4ccccc43)cc2)CC1	2%
/	/	Cc1ccc(CCP(=O)(O)CN2CCCCC2)cn1	12%
/	/	CN1CCN(c2ncnc3c2sc2nc(N4CCCC4)c4c(c23)CC(C)(C)OC4)CC1	0%
/	/	COc1ccc(-n2nnc3c(SCC(=O)N4CCN(c5ccccc5)CC4)ncnc32)cc1	?
/	/	CN(C)C1CCN(C(=O)c2ccc(-n3c(=O)c(=O)[nH]c4ccccc43)cc2)C1 (configuration not stated)	9%
/	0%[14.2 µM]	CNS(=O)(=O)c1ccccc1C(=N)c1ccccc1	6%[13.5 µM]
-1%	/	Cc1ccc(NC(=O)C(C)N2CCc3ccccc3C2)cc1 (configuration not stated)	/
2%	/	CC(CN1CCCC1)OC(=O)c1ccc(Br)cc1 (configuration not stated)	/
-1%[76.3 µM]	/	CCC1CCCCN1CCCNC(=O)CN1C(=O)COc2ccccc21 (configuration not stated)	/
-3%[76.3 µM]	/	CC1CC(C)CN(CCCNC(=O)c2csc3c2CCCCC3)C1 (configuration not stated)	/
-3%	/	Cc1ccc(CCNC(=O)CSCc2ccc(F)cc2)cc1	/
0%	/	CC1CCCCC1NC(=O)CSc1nnc(-c2ccncc2)n1CCCN(C)C (configuration not stated)	/
-11%[76.3 µM]	/	COc1cccc(CN(C)C(=O)c2cccc(OCc3ccccc3)c2)c1	/
-4%[76.3 µM]	/	CCN(c1ccccc1)S(=O)(=O)c1nnc(NC(=O)COc2cccc(C)c2)s1	/
4%[76.3 µM]	/	O=C(Nc1cc([N+](=O)[O-])ccc1C(=O)Nc1cccnc1)c1ccccc1	/
-13%	/	O=S1(=O)c2ccccc2Nc2ccccc21	/
-13%[76.3 µM]	/	Cc1ccc(S(=O)(=O)c2nc(S(=O)(=O)CCO)sc2N2CCOCC2)cc1	/
-10%[76.3 µM]	/	O=C(Nc1ccc(S(=O)(=O)N2CCCCC2)cc1)C1CC1	/
-6%&14%[76.3 µM]	/	COc1cccc(CNC(=O)CCS(=O)(=O)c2cc3c(cc2C)NC(=O)CO3)c1	/
-13%[76.3 µM]	/	C/C(=N\NC(=O)COc1ccc2ccccc2c1)c1cccs1	/
-12%	/	COc1cc2[nH]c(=S)nc(NCc3ccc(Cl)cc3)c2cc1OC	/
-17%[76.3 µM]	/	Cc1ccc(CCNC(=O)c2cccc(N3CCCC3=O)c2)cc1	/
9%[76.3 µM]	/	Cc1ccccc1NC(=O)Nc1nnc(N(C)Cc2ccccc2)s1	/
19%[76.3 µM]	/	COc1ccc(C(C)C)cc1S(=O)(=O)NCCCn1ccnc1	/
-1%	/	CSc1oc(-c2ccco2)nc1S(=O)(=O)c1ccc(C)cc1	/
-1%	/	COc1ccc2cc(C#N)c(SCC(=O)Nc3nonc3C)nc2c1	/

# Ordered by SMILES length (largest number first): some entries from above.
GAA glycogen mod	RGS12 GoLoco inh	canonical_smiles	ALDH1A1 inh
/	19%	CC(C)n1c(/C=C/[C@H](O)C[C@H](O)CC(=O)O)c(-c2ccc(F)cc2)c2ccccc21	/
/	4%	O[C@@H](c1cc(C(F)(F)F)nc2c(C(F)(F)F)cccc12)[C@H]1CCCCN1	/
/	/	COc1ccc(-n2nnc3c(SCC(=O)N4CCN(c5ccccc5)CC4)ncnc32)cc1	?
-4%[76.3 µM]	/	CCN(c1ccccc1)S(=O)(=O)c1nnc(NC(=O)COc2cccc(C)c2)s1	/
/	-2%	O=C(O)CCNC(=O)c1ccc(N=Nc2ccc(O)c(C(=O)O)c2)cc1	/
/	/	CCOC(=O)c1c(N)sc(C(=O)N2CCCC(C(N)=O)C2)c1C (configuration not stated)	?
/	7%	CNC[C@@H](O)[C@@H](O)[C@H](O)[C@H](O)CO	/
/	/	O=C(NCCO)c1ccc(Cc2nc3ccccc3[nH]2)cc1	8%
/	6%	Nc1c(CC(=O)O)cccc1C(=O)c1ccc(Br)cc1	/
/	11%	CCCCC(CC)COC(=O)/C=C/c1ccc(OC)cc1 (configuration not stated)	/
/	/	COc1ccc(NC(=O)Nc2cccc(OC)c2)cc1	7%
2%	/	CC(CN1CCCC1)OC(=O)c1ccc(Br)cc1 (configuration not stated)	/
/	3%	C=CC(=O)O	/

# Next part.
GAA glycogen mod	RGS12 GoLoco inh	canonical_smiles	ALDH1A1 inh
-8%	/	Cc1ccc(NC(=O)C2CC(O)CN2C(=O)OCc2ccccc2)c(C)c1 (configuration not stated)	/
-8%[76.3 µM]	/	O=C(NCc1ccccc1)c1c[nH]c2ccc(F)cc2c1=O	/
13%[76.3 µM]	/	COc1ccc(OC)c(NC(=O)c2cc(S(=O)(=O)N3CCCCC3)c[nH]2)c1	/
23%[76.3 µM]	/	CCCCOc1ccc(C2(C)NC(=O)NC2=O)cc1 (configuration not stated)	/
-6%[76.3 µM]	/	CCOc1ccc(CCNC(=O)c2sc3nc4n(c(=O)c3c2C)CCC4)cc1OCC	/
1%[76.3 µM]	/	CCOC(=O)c1ccc(NC(=O)Nn2cnnc2)cc1	/
-15%[76.3 µM]	/	CCc1cc(C(=O)OCC(=O)N2CCC(c3ccccc3)=N2)sc1C	/
-1%[76.3 µM]	/	O=C(NCc1ccccc1)c1ccc(NC2=NC3CS(=O)(=O)CC3S2)cc1 (configuration not stated)	/
0%	/	CC(=O)Nc1ccc(N2C(=O)CC(Sc3nc(C)cc(C)n3)C2=O)cc1 (configuration not stated)	/
0%[76.3 µM]	/	COCCN(Cc1cc2cc(C)ccc2[nH]c1=O)S(=O)(=O)c1ccc(Cl)cc1	/
-9%[76.3 µM]	/	CCOc1ccc(NC(=O)c2cccc3c2C(=O)N(CC2CCCO2)C3)cc1 (configuration not stated)	/
5%	/	COc1ccc(CNC(=O)C(c2ccc(C)o2)N(C(=O)c2snc(C(N)=O)c2N)c2ccccc2OC)cc1 (configuration not stated)	/
1%[76.3 µM]	/	COc1ccc(NC(=O)NCc2cccnc2)c(OC)c1	/
-11%	/	Cc1ccc(C)c(NC(=O)Cn2cc(C(=O)C3CC3)c3ccccc32)c1	/
3%	/	Cc1ccc(C(=O)NNC(=O)C2CCN(c3ncccn3)CC2)cc1	/
-5%[76.3 µM]	/	CC1CC(C)CN(C(=O)Cn2nnc(-c3ccccc3)n2)C1 (configuration not stated)	/
-1%[76.3 µM]	/	CSc1ccccc1NC(=O)CSc1nnc(Cc2ccccc2)o1	/
-1%[76.3 µM]	/	Cc1ccc(OCCNC(=O)Cc2ccc(S(=O)(=O)N3CCOCC3)s2)cc1	/
3%	/	CC(C)(C)NC(=O)CN(C(=O)CCC(=O)Nc1nccs1)c1ccc(F)c(Cl)c1	/
-18%	/	CCCCC(=O)Nc1ccc2c(c1)nc(CCN1CCN(c3ccccn3)CC1)n2C	/
-6%[76.3 µM]	/	Cn1c(=O)n(C)c2cc(NC(=O)CSc3ccccc3)ccc21	/
-5%[76.3 µM]	/	CC(=O)N1CCc2c(sc(NC(=O)Cc3ccc(F)cc3)c2C(N)=O)C1	/
5%[76.3 µM]	/	CCOC(=O)N1CCN(C(=O)c2cc(COc3c(F)cccc3F)on2)CC1	/
5%	/	O=C(COC(=O)c1ccccc1Br)NC1CCCC1	/
